Source: PubChem
HTR5A ag: activates human HTR5A in OPRM1-OPRD1 agonist counter-screen; activation, % at 9.3 µM; 0.61% of 340,000 active; HTR5A agonist assay, luminescence, cell-based; P47898; in the data active = activation mostly above about 9.5%, no sharp cut-off; inactive = mostly below about 7.6%;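 note: 0% = cells with vehicle only and 100% = reference agonist; strong numbers were not always called active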
Target sequence (P47898 whole entry, looked up): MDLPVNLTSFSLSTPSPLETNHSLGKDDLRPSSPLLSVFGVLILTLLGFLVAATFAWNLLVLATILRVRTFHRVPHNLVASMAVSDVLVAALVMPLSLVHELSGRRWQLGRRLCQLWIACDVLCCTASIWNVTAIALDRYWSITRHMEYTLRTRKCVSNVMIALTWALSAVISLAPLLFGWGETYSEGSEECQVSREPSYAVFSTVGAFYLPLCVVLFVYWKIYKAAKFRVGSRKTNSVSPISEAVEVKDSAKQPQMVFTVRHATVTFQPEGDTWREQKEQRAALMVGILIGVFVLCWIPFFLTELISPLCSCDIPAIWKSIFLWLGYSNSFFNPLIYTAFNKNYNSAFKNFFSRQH
RTF Ca sens act: increases calcium sensitivity of human cardiac regulated thin filaments; P19429+P45379; 0.24% of 340,000 active; activation, % at 7.2 µM; IANBD-labeled TnC RTF fluorescence at EC20 calcium; 0% EC20 calcium, 100% full calcium;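 active = activation above the mean over all tested compounds plus 3 SD, cut at about 30% in these data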;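 note: rise in fluorescence read as greater calcium sensitivity of cardiac thin filaments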
dFosB act: enhances mouse delta FosB homodimer DNA binding; activation, % at 25 µM; purified delta FosB, TAMRA-CDK5 oligo fluorescence polarization; percent of positive-control signal above neutral wells; P13346; 0.99% of 340,000 active;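 active = mean activation above about 17%, with every replicate also reaching it, limit read from the data, passing the limit was not always enough; inconclusive = only one of the two conditions met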;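 note: fluorescence polarization rise as delta FosB binds a TAMRA Cdk5 AP-1 oligo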
Target sequence (P13346 whole entry, looked up): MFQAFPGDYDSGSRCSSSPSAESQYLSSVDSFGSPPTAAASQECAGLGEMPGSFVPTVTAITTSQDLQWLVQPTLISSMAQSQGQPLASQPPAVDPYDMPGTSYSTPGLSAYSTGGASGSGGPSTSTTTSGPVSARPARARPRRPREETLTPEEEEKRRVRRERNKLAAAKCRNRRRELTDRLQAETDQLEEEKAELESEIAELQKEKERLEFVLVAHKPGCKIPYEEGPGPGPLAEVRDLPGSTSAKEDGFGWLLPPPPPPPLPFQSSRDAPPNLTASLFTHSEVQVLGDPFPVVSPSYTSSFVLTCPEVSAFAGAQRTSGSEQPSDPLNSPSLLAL
CDK5 p35 inh: inhibitors of human CDK5/p35 kinase; Q00535+Q15078; Recombinant CDK5/p35, ADP-Glo luminescence, 60 min; inhibition, % at 10 µM; 0.01% of 330,000 active;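 active = highest replicate inhibition of at least 50% and at least 75% of replicates reaching 50%; inconclusive = only one of the two criteria met; inactive = both criteria failed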;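 note: plate controls were DMSO neutral control for no effect and GW8510 at 10 µM for full effect; many of its hits are not listed in these tables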
MITF TRPM1 HTS: MITF TRPM1 promoter activation in melanoma cells; AID 588334; activation, % at 12.5 µM; 0.75% of 300,000 active; SK-MEL-5 TRPM1-promoter luciferase, 24 h; % of positive control, neutral wells = 0;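 active = mean activation of at least 80% with every replicate also reaching 80%; inconclusive = mean reaches 80% but some replicate falls short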;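 note: 0% = neutral control wells and 100% = parthenolide positive control wells; values of inactives mirror those of a sister screen read the other way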
Wnt act: activators of Wnt/beta-catenin signaling; Wnt/beta-catenin reporter cell assay, activator, plate reader; activation, % at 9.35 µM; 1.2% of 300,000 active; AID 743398; in the data active = activation above about 30%, passing the limit was not always enough; inconclusive = no clear call, values can overlap the other calls;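 note: 0% = neutral control wells and 100% = positive control wells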
SR-BI DiI-HDL act: enhances SR-BI lipid uptake from DiI-HDL; CHO ldlA[mSR-BI] cells, DiI-HDL uptake fluorescence, 3 h; 100 = double the neutral-control signal; activation, % at 12.5 µM; 0.096% of 320,000 active;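 active = mean replicate activation of at least 60% and every replicate at or above 60%; inconclusive = mean or all-replicate condition met, but not both; inactive = mean below 60% and not all replicates reaching 60%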;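 note: 0% = median plate neutral-control signal and 100% = twice that signal; values of inactives mirror those of a sister screen read the other way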
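Material – SR-BI-overexpressing, LDLR-lacking CHO cells · Medium – BSA-supplemented, HEPES-buffered Ham's F12, pH 7.4 · Doses – single concentration · Times – compound with DiI-HDL co-incubation, 3 h at 37 °C · Measured by – bottom-read fluorescence, 550/595 nm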
Rtt109 HAT inh: blocks Candida albicans Rtt109/Vps75 acetyltransferase activity | purified Rtt109/Vps75, ThioGlo CoA-SH fluorescence, 4 h | inhibition, % at 34.9 µM | 0.16% of 330,000 active | AID 540336;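 active = inhibition of at least 50% in every replicate; inconclusive = best replicate reaches 50% inhibition but some replicates fall short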
Target sequence (Q5AAJ8 whole entry, looked up): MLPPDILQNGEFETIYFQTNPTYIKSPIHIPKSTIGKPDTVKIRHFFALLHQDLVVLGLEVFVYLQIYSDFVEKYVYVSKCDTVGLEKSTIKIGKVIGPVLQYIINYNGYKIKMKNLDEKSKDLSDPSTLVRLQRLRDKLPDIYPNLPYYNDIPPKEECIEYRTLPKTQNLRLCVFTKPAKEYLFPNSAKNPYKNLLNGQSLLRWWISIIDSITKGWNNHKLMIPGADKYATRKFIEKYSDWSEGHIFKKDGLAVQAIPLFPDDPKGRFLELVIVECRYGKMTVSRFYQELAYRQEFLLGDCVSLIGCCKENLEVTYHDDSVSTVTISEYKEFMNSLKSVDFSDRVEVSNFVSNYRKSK
SR-BI DiI inh: blocks mouse SR-BI lipid uptake from DiI-HDL; Q61009; ldlA[mSR-BI] CHO cells, DiI-HDL uptake fluorescence, 3 h; inhibition, % at 12.5 µM; 0.96% of 320,000 active; AID 488896;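 active = mean replicate inhibition of at least 70% and a set share of replicates each scoring 70 or more; inconclusive = meets just one of the two criteria; inactive = fails both criteria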;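 note: 0% = median of neutral control wells and 100% = median of positive control wells; values of inactives mirror those of a sister screen read the other way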
PvdQ inh: P. aeruginosa PvdQ acylase inhibition; AID 488965; 0.063% of 340,000 active; inhibition, % at 10 µM; purified PvdQ acylase, fluorescence plate reader; in the data active = inhibition above about 30%, passing the limit was not always enough; inconclusive = no clear call, values can overlap the other calls;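 note: 0% = vehicle neutral wells and 100% = reference inhibitor wells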
* = called active by the depositor; ? = inconclusive; / = no result given.

SMILES	HTR5A ag	RTF Ca sens act	dFosB act	CDK5 p35 inh	MITF TRPM1 HTS	Wnt act	SR-BI DiI-HDL act	Rtt109 HAT inh	SR-BI DiI inh	PvdQ inh
CCc1ccc(C(C(=O)NCc2ccc(F)cc2)N(C(=O)c2csnn2)C2CC2)cc1 (stereo unspecified)	0	-3	-14	-1.2	-8	-3	2	1	-2	-6
COc1ccccc1N1CCN(C(=O)c2sc3nc4n(c(=O)c3c2C)CCC4)CC1	-3	-5	-5	/	7	0	-14	0	14	5
O=C(COc1ccccc1)N[C@@H]1c2ccccc2CC[C@@H]1O	0	-3	1	0.8	3	0	-14	-4	14	0
COc1cc(S(=O)(=O)Nc2ccc(C(=O)NCC(=O)O)cc2)ccc1NC(C)=O	5	-3	-10	0.3	-10	0	18	13	-18	-11
COc1ccc(NC(=O)CSc2nnc(Cc3ccccc3)o2)c(OC)c1	1	0	-4	-0.9	-12	0	12	-8	-12	-9
O=C(O)/C=C/c1ccc(S(=O)(=O)Nc2ccc3[nH]c(=O)[nH]c3c2)cc1	8	-1	-8	0.3	-15	0	7	-3	-7	18
Cc1ccc(NC(=O)C2CCN(S(=O)(=O)c3cnc[nH]3)CC2)nc1	-1	6	-3	-0.1	-2	/	-14	-17	14	-7
Cc1ccc(-c2noc(CN3CCC(C(N)=O)CC3)n2)cc1	2	-5	2	-0.8	22	/	6	-8	-6	-2
CCOC(=O)c1oc2ccccc2c1NC(=O)COC	5	0	-9	1.2	3	/	-12	-8	12	-2
CC[C@]1(C(=O)OC)[C@H]2C(=O)N(C)C(=O)[C@H]2[C@H]2CN=C(SCc3ccc(Cl)cc3)N21	0	-9	2	0.2	-5	0	28	-4	-28	4
COc1ccc2cc(S(=O)(=O)N3CCOCC3)ccc2c1	3	-3	-7	-5.2	-15	-4	-1	12	1	-8
O=C(Nc1cccc(O)c1)c1cc(-c2cccs2)on1	8	-5	-4	-0.4	88*	10	-4	5	4	-7
O=C(OC(C(=O)Nc1ccc(Cl)cc1C(F)(F)F)c1ccccc1)c1c(Cl)cccc1Cl (stereo unspecified)	1	6	0	-1.2	-1	-4	-46	-3	46	6
COc1ccccc1N(C)S(=O)(=O)c1ccc(C(=O)OCC(=O)N(C)c2ccccc2)cc1	2	-5	-22	-1.2	-1	28	-4	-1	4	-10
COc1ccc(C(=O)COc2ncnc3cc(Cl)ccc23)cc1	2	1	-5	-1.2	22	4	13	-1	-13	-13
O=C(NCc1ccco1)c1ccc2c(c1)N(Cc1ccccc1)CCS2	1	0	-3	-0.1	3	-1	/	-9	/	9
O=C(CSc1ccc(-c2ccccn2)nn1)NCc1ccc(F)cc1	0	1	-5	0.0	-4	0	31	0	-31	-4
COc1cc(OC)nc(NC(=O)CN2CCN(c3ccc(F)cc3)CC2)n1	2	2	-1	-0.4	-2	-2	-28	-20	28	-15
COc1cc(C2CC(=O)c3cnc(NC(=O)c4ccco4)nc3C2)cc(OC)c1OC (stereo unspecified)	0	-9	-9	-0.4	7	-8	/	9	/	-7
COC(=O)c1ccc(CSc2ncnc3c2oc2ccccc23)o1	-2	2	-10	-0.9	-6	/	-2	-5	2	-8
O=C(Oc1c(Br)cc([N+](=O)[O-])cc1Br)c1cccnc1	-2	-5	-1	-1.6	6	-5	19	26	-19	15
O=C1CCCN2N=C(SCC(=O)Nc3ccc(Br)cc3)SC2=N1	-4	-5	4	/	1	-2	-15	-1	15	-9
COc1ccccc1N1CCN(C2CCN(S(=O)(=O)c3ccc(NC(C)=O)cc3)CC2)CC1	2	1	0	0.9	-5	-2	0	-27	0	-12
O=C1CCC(C(=O)N(CCO)Cc2ccccc2)CN1CCCN1CCOCC1 (stereo unspecified)	3	-7	-6	-0.5	0	-2	10	-5	-10	8
CCn1cc(C(=O)OCC(=O)Nc2c(C)cccc2C)c(=O)c2ccc(C)nc21	6	-5	4	-0.5	-6	0	13	4	-13	-4

(more compounds)
SMILES	HTR5A ag	RTF Ca sens act	dFosB act	CDK5 p35 inh	MITF TRPM1 HTS	Wnt act	SR-BI DiI-HDL act	Rtt109 HAT inh	SR-BI DiI inh	PvdQ inh
CC1CC2(CCCCC2)N2C(=O)C(=O)c3cccc1c32 (stereo unspecified)	0	-2	-10	0.4	1	-1	8	-2	-8	-5
COC(=O)c1cccc(N(C(=O)c2cnccn2)C(C(=O)NC2CCCCC2)c2cn(C)nc2C)c1 (stereo unspecified)	2	1	-2	-1.6	/	3	8	-16	-8	-26
O=C(NCc1ccccc1)c1ccc(/C=N/O)nc1	-5	-1	-1	-1.1	/	/	2	/	-2	-20
CCOC(=O)c1cnc(-n2cc(C)cn2)nc1Nc1ccccc1OCC	-5	1	-11	-0.5	7	-2	-35	-7	35	-4
N/C(=N\OC(=O)CC1CCCCC1)c1ccccc1	4	2	-1	-1.2	67	0	-9	-22	9	2
O=C(c1cc(S(=O)(=O)N2CCOCC2)ccc1F)N(CCc1ccccc1)Cc1ccccc1	-1	-3	-8	0.4	-5	-2	-9	16	9	-7
Cc1ccc2[nH]c3nc(SCC#N)nnc3c2c1	1	-6	-7	2.6	1	-1	42	-2	-42	0
O=C(c1cccc(Cl)c1)N1CCN(c2ncccn2)CC1	2	8	-11	2.3	2	0	9	3	-9	4
O=C1OC(c2ccccc2)C(O)=C1c1ccccc1 (stereo unspecified)	0	-2	3	-1.3	-4	1	9	3	-9	-14
CCOc1ccc(CNC(=O)CCCc2cn(C)c3ccccc23)cc1	-2	0	-8	-1.7	10	3	-85	1	85*	-13
Cc1ccc(C2N(c3nccs3)C(=O)C3CCCN32)cc1 (stereo unspecified)	0	-4	4	1.4	2	4	23	-9	-23	-12
CCOc1ccc(OCC)c(NC(=O)CN2CCN(c3cccc(C)c3)C(C)C2)c1 (stereo unspecified)	2	6	0	-0.8	-3	/	-31	-3	31	11
CC(=O)Nc1ccc(-c2nn[nH]n2)cc1	4	8	-7	2.6	-7	-2	43	0	-43	-9
CC(C)c1nn(-c2cc(C(F)(F)F)ccn2)c(=O)o1	3	4	4	1.2	-3	1	20	0	-20	-2
O=C(CCC1CCCCC1)Nc1c[nH]c(=O)[nH]c1=O	0	3	3	1.2	-8	5	10	3	-10	-20
Cc1ccc(C)c2[nH]c(=O)c(CN(CCCN(C)C)C(=O)NCc3ccccc3)cc12	2	6	-2	0.6	-4	/	32	10	-32	-8
COc1ccc(OCC(=O)Nc2cccc3cccnc23)cc1	4	1	3	1.7	/	/	-1	7	1	5
COc1cccc(NC(=O)N2C3CCCC2CC(NC(=O)C(C)(C)C)C3)c1 (stereo unspecified)	8	0	4	0.2	11	0	21	9	-21	-12
CCOc1c(Br)cc(C(=O)OCC(=O)N2CCc3ccccc3C2)cc1OC	-2	-1	-6	-0.1	-4	3	-5	-4	5	-11
COc1ccccc1NC(=O)C(C)Sc1nc(-c2ccccc2)cn1N (stereo unspecified)	4	2	-8	-12	-4	-4	-10	-5	10	-16
CC(C)c1nnc(SCC(=O)NC2CCCCC2)n1C	0	1	-3	0.7	6	-2	2	-3	-2	-9
COc1ccc(OC)c2sc(NC(=O)C3CC3)nc12	-2	1	-4	-0.2	-4	0	-3	-3	3	-10
CSc1ccccc1NC(=O)c1c(Br)cnn1C	-4	0	11	-2.8	-5	/	15	0	-15	0
CCOC(=O)C1CCN(C(=O)C2CCN(S(=O)(=O)c3ccc4c(c3)CC(C)N4C(C)=O)CC2)CC1 (stereo unspecified)	-1	1	-4	1.3	-4	-1	6	6	-6	1
O=C(N=Nc1c(O)n(C2OC(=O)c3ccccc32)c2ccccc12)c1ccc(O)cc1 (stereo unspecified)	7	3	-9	2.6	1	0	0	6	0	-8

2 entries picked at random from the list so far:
SMILES	HTR5A ag	RTF Ca sens act	dFosB act	CDK5 p35 inh	MITF TRPM1 HTS	Wnt act	SR-BI DiI-HDL act	Rtt109 HAT inh	SR-BI DiI inh	PvdQ inh
Cc1ccc(C)c2[nH]c(=O)c(CN(CCCN(C)C)C(=O)NCc3ccccc3)cc12	2	6	-2	0.6	-4	/	32	10	-32	-8
Cc1ccc2[nH]c3nc(SCC#N)nnc3c2c1	1	-6	-7	2.6	1	-1	42	-2	-42	0

(more compounds)
SMILES	HTR5A ag	RTF Ca sens act	dFosB act	CDK5 p35 inh	MITF TRPM1 HTS	Wnt act	SR-BI DiI-HDL act	Rtt109 HAT inh	SR-BI DiI inh	PvdQ inh
CCOc1ccc2c(c1)c(N=NC(N)=S)c(O)n2C	0	0	-3	2.2	2	2	/	3	/	-4
COc1ccc(NS(=O)(=O)c2cc(C(=O)Nc3ccccc3C(=O)O)ccc2C)cc1	5	0	0	0.4	/	5	10	2	-10	0
C=CCn1c(C)csc1=Nc1ccc(C(=O)O)cc1	-4	-2	-5	-0.3	17	1	/	1	/	-6
O=C1CCN(S(=O)(=O)c2ccc(Cl)cc2)CC1	5	0	-7	-0.7	-3	2	20	-5	-20	12
Cc1ccc(CN2C3=NCCCN3c3ccccc32)cc1	-7	1	2	-0.3	6	/	-2	-10	2	-12
Cc1ccc(NC(=S)NC(=O)c2cccs2)cc1F	-2	5	?	0.1	93*	3	-9	0	9	-15
CC(c1ccco1)N(C(=O)c1ccccc1F)c1ccccn1 (stereo unspecified)	6	1	-3	1.7	-12	4	1	-8	-1	-15
Cc1cc2nc(C3CCCN(C(=O)NCc4ccccc4)C3)[nH]c2cc1C (stereo unspecified)	1	17	-10	-2.9	39	46*	2	-2	-2	-23
COc1ccc(-n2ncc3c2CC(C)(C)CC3NC(=O)CCN2CCCCC2=O)cc1 (stereo unspecified)	1	-4	-9	2.6	0	0	4	17	-4	11
CN(CCNC(=O)c1cc2c(=O)n(C)c3ccccc3c2n1C)Cc1ccccc1	-1	-1	-19	0.6	14	-1	-25	9	25	-10
CCN(c1ccccc1)S(=O)(=O)c1ccc(Cl)c(C(=O)OCC(=O)NC(=O)C(C)C)c1	0	1	-5	-3.1	-1	1	-52	0	52	-7
CC(Oc1ccc2ccc(=O)oc2c1)C(=O)N1CCOCC1 (stereo unspecified)	-2	0	1	0.0	5	-1	20	0	-20	-5
CCCc1nnc(NC(=O)CCCC(=O)O)s1	1	4	4	-0.4	1	/	21	7	-21	-2
CCn1cc(CN2CCCC(C(=O)c3ccc(-c4ccccc4)cc3)C2)cn1 (stereo unspecified)	/	/	-9	0.0	3	-2	2	3	-2	-19
COc1ccccc1NS(=O)(=O)c1cc(NC(=O)/C=C/c2cccs2)ccc1N1CCOCC1	-1	3	4	0.7	3	1	-13	-6	13	2
COc1cccc(C(=O)NC2CCN(CC(=O)Nc3cccc(C)c3C)CC2)c1	-5	1	0	-0.7	-6	-1	-21	3	21	1
COc1ccc(NC(=O)COC(=O)c2ccc3ccccc3n2)c(OC)c1	-7	-4	0	-2.0	-19	-1	29	-1	-29	-13
CCN(CC)C(=O)C(C)N(C#N)c1nc(C)cc(C)n1 (stereo unspecified)	0	-2	-9	-0.7	-4	-2	12	-1	-12	-5
Cc1noc(C(=O)Nc2ccc(F)c(Cl)c2)c1Cl	2	-2	24*	1.1	25	7	3	-5	-3	-2
